Screens deposited in PubChem BioAssay by several laboratories.
PMI inhibitors: inhibitors of human PMI, primary screen, biochemical, fluorescence intensity, coupled assay (AID 1209). purified PMI enzyme, coupled fluorescence intensity; higher % means a stronger effect. inhibition, % at 20 µM, or IC50 in µM where a hit was titrated. hit rate 0.42% among 190,000;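 note: plate controls were DMSO vehicle for no effect and wells lacking substrate for full effect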
PhoP inhibition: inhibitors of PhoP regulon expression, primary screen, Salmonella Typhimurium, GFP reporter (AID 1863) | hit rate 0.16% among 300,000 | one-dose inhibition, % at 50 µM; IC50 in µM for titrated hits | S. Typhimurium PhoP-regulated promoter GFP reporter, 4 h; higher % means a stronger effect;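 active = inhibition over 29.93%, a cutoff 3 SD above the screen mean, later confirmed by dose response; inconclusive = inhibition over 29.93% but no dose response follow-up; inactive = inhibition at most 29.93% or unconfirmed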;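 note: 0% = low Mg2+ inducing control and 100% = high Mg2+ repressing control; strong numbers were not always called active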
RSV antiviral HEp-2: RSV antiviral activity via CPE protection, HEp-2 cells, primary 10 µM value included (AID 2391); HEp-2 cells, RSV-induced CPE inhibition; higher % means a stronger effect; CPE inhibition, % at 10 µM, or IC50 in µM where a hit was titrated; hit rate 0.13% among 310,000; in the data active = a potency from the dose series; inconclusive = CPE inhibition mostly from about 23% at the one dose, without a potency; inactive = the rest, 99 in 100 with CPE inhibition below about 21%; note: strong numbers were not always called active
Myeloid diff 2: promotes myeloid progenitor differentiation | AID 624256 | hit rate 1% among 360,000 | calls only at 10 µM | ER-HoxA9 myeloid progenitors, lysozyme-GFP differentiation, flow cytometry;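 active = normalized GFP-positive differentiation at or above the plate's own cutoff, the solvent-only control mean plus 3 SD; inconclusive = no clear call, values can overlap the other calls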;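 note: cells exposed to compound for four days before flow analysis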
SIAH1 antagonists: Siah-1 peptide-binding antagonists, primary screen, biochemical, fluorescence polarization, rhodamine-plectin, uHTS (AID 1817). hit rate 0.02% among 290,000. Siah-1 / rhodamine-plectin peptide fluorescence polarization; higher % means a stronger effect. one-dose displacement, % at 20 µM; IC50 in µM for titrated hits;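 active = displacement of at least 50% at 20 µM, with a fluorescence ratio check between 0.3 and a set limit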;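 note: plate controls were Siah plus tracer with DMSO for no effect and tracer alone without Siah for full effect; strong numbers were not always called active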
TNAP activation fold: stimulation of alkaline phosphatase TNAP activity – biochemical, luminescent, no phosphate acceptor, uHTS, primary screen (AID 1001) | activation fold at 20 µM; hits with a dose series show EC50 in µM | purified TNAP, luminescent activation assay, no phosphate acceptor; higher activation fold means a stronger effect | hit rate 0.03% among 200,000; in the data active = activation fold from about 3, or a potency from the dose series; inactive = the rest, 99 in 100 with activation fold below about 1.6; note: many of its hits are not listed in these tables
XIAP antagonists: small molecules displacing peptide from XIAP – biochemical, IAP family, fluorescence polarization (AID 1018); XIAP BIR domain, fluorescence polarization peptide displacement; higher % means a stronger effect; hit rate 0.007% among 200,000; one-dose displacement, % at 20 µM; IC50 in µM for titrated hits; in the data active = displacement above about 50%; note: a part of the inactive calls stands beside numbers as strong as those of hits
WT yeast gro inh: growth inhibition of WT yeast, mitochondrial fusion screen; mitochondrial fusion phenotypic screen, WT strain; inhibition, % at 10 µM; hit rate 2.1% among 190,000; in the data active = inhibition above about 58%; tested in S. cerevisiae
PMI inhibition: human PMI inhibitors, high substrate, primary screen, biochemical, fluorescence intensity, high mannose 6-phosphate (AID 1220); recombinant PMI enzyme, coupled fluorescence intensity; higher % means a stronger effect; inhibition, % at 20 µM, or IC50 in µM where a hit was titrated; hit rate 0.66% among 190,000
WT yeast gro inh mutant strain: also measured in WT yeast gro inh; calls as there; inhibition, %; mitochondrial fusion phenotypic screen, mutant strain inhibition
Myeloid diff 2 GFP+ MAC1+ %: also measured in Myeloid diff 2; calls as there; GFP+ MAC1+ double positive, %; measured here: differentiation confirmed by MAC1 staining
Numbers without * were called inactive; i = inactive; ? = inconclusive; . = no result given; + = active, no number. Cut-off read from the data, not from the text of the source, unless noted: active = inhibition above about 50%; inactive = the rest.

Values in the order: PMI inhibitors	PhoP inhibition	RSV antiviral HEp-2	Myeloid diff 2	Myeloid diff 2 GFP+ MAC1+ %	SIAH1 antagonists	TNAP activation fold	XIAP antagonists	WT yeast gro inh	WT yeast gro inh mutant strain	PMI inhibition
> COC(=O)N/N=C/c1cc(Br)ccc1O
→ 13%	-4%	-1.6%	i	0.1	7%	1.1	-8.6%	9	6	14%
> Cc1cccc(-c2nnc(SCC(=O)Nc3nc4c(s3)CCCC4)n2C)c1
→ -1%	-2%	14%	i	1.6	1%	1	-7.2%	2	-3	-3%
> CCNC(=O)OCC12CC3CC(CC(C3)C1)C2
→ 10%	-10%	1.9%	i	0.4	10%	1.1	-3.2%	-13	7	5%
> O=C(c1ccccc1Br)N1CCN(c2ccccn2)CC1
→ .	1%	0.3%	i	0.6	-3%	.	.	.	.	.
> COc1ccc(/C=N/NC(=S)Nc2cc(S(=O)(=O)N3CCOCC3)ccc2N2CCOCC2)cc1O
→ 6%	-15%	4.8%	i	0.3	1%	1.3	-5.8%	6	-15	15%
> Cc1noc(C)c1COc1cccc(C(=O)OCC(=O)N2CC(=O)Nc3ccccc32)c1
→ 12%	8%	1.6%	?	.	-2%	1	-3.7%	7	18	14%
> O=C(NCc1cccs1)c1nc2c(nnn2Cc2ccc(F)cc2)c(=O)[nH]1
→ -3%	-11%	3.8%	i	12	19%	1.1	-5.0%	-6	-2	-3%
> O=S(=O)(Nc1ccncc1)c1cc(Cl)c(Cl)cc1Cl
→ .	-2%	1.5%	i	0.5	3%	.	.	.	.	.
> O=C(C[n+]1cc(-c2ccc(F)cc2)n2c1CCC2)N1c2ccccc2Sc2ccccc21
→ -2%	0%	1.9%	i	0.3	-3%	1.1	-6.9%	-12	-9	4%
> CCc1c(C)nc2ncnn2c1Nc1ccc(C(C)=O)cc1
→ 7%	7%	4.3%	i	0.7	2%	1.1	-3.2%	-3	-5	2%

Single records, from the list above.
O=S(=O)(Nc1ccncc1)c1cc(Cl)c(Cl)cc1Cl is listed with PMI inhibitors: .; PhoP inhibition: -2%; RSV antiviral HEp-2: 1.5%; Myeloid diff 2: i; Myeloid diff 2 GFP+ MAC1+ %: 0.5; SIAH1 antagonists: 3%; TNAP activation fold: .; XIAP antagonists: .; WT yeast gro inh: .; WT yeast gro inh mutant strain: .; PMI inhibition: .
Cc1cccc(-c2nnc(SCC(=O)Nc3nc4c(s3)CCCC4)n2C)c1 is listed with PMI inhibitors: -1%; PhoP inhibition: -2%; RSV antiviral HEp-2: 14%; Myeloid diff 2: i; Myeloid diff 2 GFP+ MAC1+ %: 1.6; SIAH1 antagonists: 1%; TNAP activation fold: 1; XIAP antagonists: -7.2%; WT yeast gro inh: 2; WT yeast gro inh mutant strain: -3; PMI inhibition: -3%

The list continues:
Values in the order: PMI inhibitors	PhoP inhibition	RSV antiviral HEp-2	Myeloid diff 2	Myeloid diff 2 GFP+ MAC1+ %	SIAH1 antagonists	TNAP activation fold	XIAP antagonists	WT yeast gro inh	WT yeast gro inh mutant strain	PMI inhibition
> O=C(COC(=O)COc1ccc(Cl)cc1Br)NCc1cccs1
→ -6%	9%	2.8%	i	0.1	5%	1.2	-3.6%	4	3	-4%
> CCOc1ccc(-c2nnn(CC(=O)c3ccc4c(c3)OCCO4)n2)cc1
→ 12%	11%	16%	i	5.0	-6%	1.1	-6.8%	5	-5	10%
> O=C(NCC1CCCO1)c1nnc(Cc2ccc(F)cc2)o1 (stereo not given)
→ -4%	6%	2.1%	i	1.6	0%	1	-8.1%	7	-2	-7%
> O=C(Nc1c2c(nn1-c1ccc(F)cc1)CS(=O)C2)c1ccc(Br)o1 (stereo not given)
→ .	-6%	2.8%	i	1.0	-2%	.	.	.	.	.
> C=C1CCN(C(C)C(=O)OC)S(=O)(=O)c2ccccc21 (stereo not given)
→ .	0%	-2.3%	i	0.5	-2%	.	.	.	.	.
> CCOC(=O)COc1cccc2c(=O)n(CC(=O)N3CCC(C)CC3)ccc12
→ 2%	-5%	1.6%	i	0.4	18%	1.1	-3.8%	-11	2	-6%
> O=C(CSc1ccccn1)Nc1ccc(Br)cn1
→ 5%	-7%	2.2%	i	1.0	-2%	1.1	-3.3%	-16	-10	2%
> COc1cc(CC(=O)Nc2nccs2)cc(OC)c1OC
→ 3%	12%	0.6%	i	0.9	3%	1.1	-7.6%	18	9	8%
> CCCCC(=O)N1CCN(c2nc3ccc(Cl)cc3s2)CC1
→ .	-4%	-0.2%	i	3.4	9%	.	.	.	.	.
> O=S(=O)(Nc1cccc(-c2ccc(N3CCCCCC3)nn2)c1)c1cccc(F)c1
→ .	-12%	?	i	2.2	2%	.	.	.	.	.
> COc1ccc(CCNC(=O)Cn2nc([N+](=O)[O-])c(Br)c2C)cc1OC
→ -7%	26%	1.0%	i	0.5	6%	1.2	-1.0%	6	4	-4%
> CN(C)S(=O)(=O)N1CCN(CC(O)COc2ccc(C(=O)c3ccccc3)cc2)CC1 (stereo not given)
→ 3%	7%	7.7%	i	1.2	3%	1	-7.4%	18	8	-5%
> COCCCn1c(=S)[nH]c2c(sc3ccccc32)c1=O
→ -31%	-3%	0.3%	i	1.1	-4%	1.1	-9.0%	34	7	-40%
> C=CC[n+]1c(C)csc1Nc1ccc(C(=O)O)cc1
→ -24%	-7%	2.4%	i	0.2	-3%	1	-7.4%	4	9	-15%
> O=C(NNC(=O)c1cccc(S(=O)(=O)N2CCN(c3ccccc3)CC2)c1)c1ccc(Cl)cc1
→ 6%	11%	2.5%	i	0.3	1%	1.7	-9.8%	-10	11	-4%
> CCOC(=O)c1cnn(-c2ccccc2)c1-n1cccc1C(=O)C(=O)N(C)C
→ -5%	-1%	1.4%	i	0.1	0%	1.1	-5.9%	9	-1	-5%
> COc1ccc(CC(=O)N2CCN=C2SC)cc1
→ -4%	16%	0.2%	i	0.6	4%	1.2	-0.6%	17	18	-2%
> CCOC(=O)N1C2C=C(C)[C@@H]2[C@@H]2CC(=O)N21 (stereo not given in full)
→ -7%	-5%	2.2%	i	0.7	-3%	1	-2.7%	-11	-9	-2%
> O=C(Cc1ccccc1)NCCn1ccc2ccccc21
→ 6%	11%	1.1%	i	0.8	6%	1.1	-0.1%	5	-2	10%
> COc1ccc(C)cc1N(CC(=O)N/N=C/c1ccc2c(c1)OCO2)S(C)(=O)=O
→ 7%	0%	0.5%	i	0.4	0%	1.1	1.8%	-4	11	-2%
> Cc1cc(O)c(C(C)C)cc1NC(=O)c1ccccc1Cl
→ 0%	-8%	1.3%	i	0.5	7%	1.1	-10%	-8	17	3%
> COc1ccccc1CNC(=O)CC1C(=O)NCCN1C1Cc2ccccc2C1 (stereo not given)
→ .	-5%	1.4%	i	0.4	-4%	.	.	.	.	.
> O=[N+]([O-])c1cccc(/C=N/NC2=NS(=O)(=O)c3ccccc32)c1
→ -15%	7%	1.1%	i	0.4	0%	1	-6.0%	-33	8	-8%
> C[n+]1cccc(C(=O)N/N=C/c2ccc3c(c2)OCO3)c1
→ .	-5%	0.4%	i	9.8	1%	.	.	.	.	.
> COc1cc(C(=O)Nc2nnc(CC(=O)NCc3ccccc3)s2)cc(OC)c1OC
→ .	-4%	2.4%	i	0.9	28%	.	.	.	.	.
> COc1ccccc1NS(=O)(=O)c1ccc(-c2cnc(C3CC3)o2)cc1
→ .	14%	8.2%	?	.	-1%	.	.	.	.	.
> O=C(NC(=S)Nc1ccccc1N1CCCC1)c1cccc(F)c1
→ 14%	-5%	1.8%	i	0.6	-3%	1.2	1.0%	21	-7	8%
> Cn1c(SCCOc2ccc(F)cc2)nnc1-c1ccncc1
→ .	-9%	0.6%	i	0.3	0%	.	.	.	.	.
> Cc1ccc2[nH]c(CNC(=O)c3ccccc3F)cc2c1
→ .	1%	2.3%	i	0.7	5%	.	.	.	.	.
> Fc1cnc(Cl)nc1NC1CCCCC1
→ .	6%	0.6%	i	0.1	0%	.	.	.	.	.
> COc1ccccc1-n1c(SCC(N)=O)nnc1-c1ccc(S(=O)(=O)N2CCCCC2)cc1
→ 5%	3%	1.0%	i	4.9	1%	1.1	-3.4%	15	17	8%
> COc1ccc(C2CC(c3c(O)cc(C)oc3=O)=NCCS2)c(OC)c1 (stereo not given)
→ -8%	-9%	12%	.	.	-1%	1	-5.5%	-5	6	6%
> Cc1ccc(C)c(N2CCN(C(=O)c3ccc(NS(=O)(=O)c4c(C)noc4C)cc3)CC2)c1
→ 12%	7%	15%	i	0.7	-3%	1.1	-6.3%	14	-14	5%
> COc1ccc2cc(-c3ccccc3)c(=O)oc2c1
→ .	-8%	4.8%	i	0.0	1%	.	.	.	.	.
> COc1ccc(OCCC(=O)NCCN2CCOCC2)cc1
→ -14%	4%	0.6%	i	0.8	0%	1.1	-3.1%	-10	-7	-10%
> O=C(c1cnn2cccnc12)N1CCN(c2ccccc2)CC1
→ 6%	19%	2.0%	i	7.5	-2%	1.1	-9.6%	12	-9	2%
> Cc1ccc(S(=O)(=O)N(C)c2cc(S(N)(=O)=O)c(C)cc2C)cc1
→ -3%	-3%	0.0%	i	0.6	4%	1.1	1.9%	2	4	0%
> O=c1sc(Nc2ccccc2)nc2ccsc12
→ -1%	1%	14%	i	0.9	-3%	1	-5.3%	5	15	-7%
> OCCSc1nc(-c2cccnc2)nc2ccccc12
→ -7%	-10%	13%	i	0.7	2%	1	10%	-1	0	-4%
> COc1cc(/C=C2/C(=O)NN(c3cccc(Cl)c3)C2=O)cc(Br)c1O
→ .	6%	2.5%	+	11*	-4%	.	.	.	.	.

Reprinted at random: two records from the list, in no set order.
Values in the order: PMI inhibitors	PhoP inhibition	RSV antiviral HEp-2	Myeloid diff 2	Myeloid diff 2 GFP+ MAC1+ %	SIAH1 antagonists	TNAP activation fold	XIAP antagonists	WT yeast gro inh	WT yeast gro inh mutant strain	PMI inhibition
> O=C(c1cnn2cccnc12)N1CCN(c2ccccc2)CC1
→ 6%	19%	2.0%	i	7.5	-2%	1.1	-9.6%	12	-9	2%
> COc1ccc2cc(-c3ccccc3)c(=O)oc2c1
→ .	-8%	4.8%	i	0.0	1%	.	.	.	.	.

(continued)
Values in the order: PMI inhibitors	PhoP inhibition	RSV antiviral HEp-2	Myeloid diff 2	Myeloid diff 2 GFP+ MAC1+ %	SIAH1 antagonists	TNAP activation fold	XIAP antagonists	WT yeast gro inh	WT yeast gro inh mutant strain	PMI inhibition
> Cc1ccc(-n2c(=O)cc(N3CC(C)CC(C)C3)[nH]c2=O)cc1 (stereo not given)
→ -6%	0%	-1.1%	i	7.8	2%	0.9	-6.0%	-41	-8	1%
> COc1ccc(S(=O)(=O)NCc2ccc(C(=O)O)cc2)cc1
→ -18%	0%	2.7%	i	1.1	-1%	1.1	-5.4%	-8	-1	-9%
> COC(=O)c1cc2c(s1)-c1ccccc1OC2
→ -5%	5%	2.5%	i	1.9	2%	0.9	-4.5%	21	14	-2%
> COc1ccc(/C=C(\C#N)c2cc(OC)c(OC)cc2[N+](=O)[O-])cc1
→ .	-1%	3.1%	i	0.6	7%	.	.	.	.	.

The order is random; about 3.1% have a hit in one of these screens.
